NOD2 inhibition: NOD2 signaling inhibitors, cell-based, luminescence, uHTS, HEK293 (AID 1566) | inhibition, % at 4 µM, or EC50 in µM where a hit was titrated | HEK293 NOD2/NF-kB luciferase reporter, luminescence; higher % means a stronger effect | 0.63% of 290,000 active; note: many of its hits are not listed in these tables
TNAP activators: human TNAP enzyme activators, primary screen, biochemical, luminescent, no phosphate acceptor, uHTS (AID 1001). purified TNAP, luminescent activation assay, no phosphate acceptor; higher activation fold means a stronger effect. one-dose activation fold at 20 µM; EC50 in µM for titrated hits. 0.03% of 200,000 active; in the data active = activation fold from about 3, or a potency from the dose series; inactive = the rest, 99 in 100 with activation fold below about 1.6; note: many of its hits are not listed in these tables
GPR55 activation: selective activators of receptor GPR55 – imaging, U2OS cells, beta-arrestin-GFP redistribution, primary screen (AID 1961); U2OS GPR55 beta-arrestin-GFP redistribution imaging; higher % means a stronger effect; activation, % at 10 µM; hits with a dose series show EC50 in µM; 0.048% of 290,000 active;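 active = activation above 40% with more than 50 cells counted in the well; inconclusive = wells holding fewer than 50 cells, flagged as toxic or sparse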;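 note: U2OS osteosarcoma cells stably expressing GPR55 and beta-arrestin-GFP; plate controls were DMSO negative control for no effect and LPI positive control for full effect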
NOD1 NF-kB reporter: NOD1 signaling inhibitors, primary screen, cell-based, luminescence, uHTS (AID 1578). inhibition, % at 4 µM, or EC50 in µM where a hit was titrated. 1% of 290,000 active. NOD1-driven NF-kB luciferase reporter cells, luminescence; higher % means a stronger effect; in the data active = inhibition mostly above about 36%, no sharp cut-off; inactive = mostly below about 34%;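 note: HEK-293T reporter cells stimulated with the NOD1 agonist gamma-tri-DAP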
Yfh1-off respiration: mitochondrial function rescue without frataxin homolog – Friedreich's ataxia, plus single-dose screen, dose response (AID 1465); S. cerevisiae Yfh1-off respiration, WST-1 reduction, 72 h; higher fold induction means a stronger effect; 0.074% of 220,000 active; fold induction at 50 µM, or EC50 in µM where a hit was titrated;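 active = fold induction of absorbance versus untreated yeast above a set limit, then at least 30% activation at any dose in follow-up; inconclusive = repeats straddling the limit, or above it without dose testing; inactive = fold induction below the set limit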;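 note: activators that raise dye reduction in frataxin-depleted yeast; strong numbers were not always called active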
CSM14.1 death rescue: rescue of cells from ER stress-induced death, primary screen, 384-well, CSM14.1, thapsigargin, ATP luminescence (AID 1222); 190,000 tested, under 10 active; cellular ATP content (survival), % at 20 µM, or EC50 in µM where a hit was titrated; CSM14.1 thapsigargin-induced death rescue, ATP luminescence; higher % means a stronger effect;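 active = EC50 below 50 µM in the dose-response confirmation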;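 note: death triggered by thapsigargin at about 15 µM added after 2 h compound pretreatment; cell ATP read after overnight thapsigargin exposure of roughly 18 to 22 hours; normalized against plate controls of thapsigargin alone and 5% DMSO vehicle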
NTR1 ag: NTR1-driven beta-arrestin-GFP spot formation – imaging, U2OS cells, high content, primary screen (AID 493036) | agonist mode | activation, % at 20 µM | 0.17% of 330,000 active;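 active = activation at or above 40% of the spot to cytoplasm intensity ratio, with at least 20 cells analyzed; inconclusive = wells under 20 cells, flagged as cytotoxic or low count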;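 note: 0% = DMSO without peptide and 100% = 100 nM NTR1 peptide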
Target sequence (P30989 whole entry, looked up): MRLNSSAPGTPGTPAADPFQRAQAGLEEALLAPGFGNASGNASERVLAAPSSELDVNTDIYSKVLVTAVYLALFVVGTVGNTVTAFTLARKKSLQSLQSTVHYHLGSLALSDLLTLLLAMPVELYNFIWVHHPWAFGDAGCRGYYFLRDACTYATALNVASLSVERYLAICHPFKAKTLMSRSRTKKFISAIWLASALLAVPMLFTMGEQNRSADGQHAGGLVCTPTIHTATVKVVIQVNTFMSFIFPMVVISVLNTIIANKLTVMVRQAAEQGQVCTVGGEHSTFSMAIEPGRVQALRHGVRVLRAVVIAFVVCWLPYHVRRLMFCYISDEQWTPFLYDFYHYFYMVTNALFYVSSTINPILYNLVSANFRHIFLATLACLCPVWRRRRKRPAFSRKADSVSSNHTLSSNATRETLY
KOR beta-arrestin-1: KOR antagonists, beta-arrestin recruitment, cell-based, luminescence, uHTS (AID 1778) | KOR beta-arrestin recruitment, luminescence, antagonist mode; higher % means a stronger effect | one-dose inhibition, % at 10 µM; IC50 in µM for titrated hits | 0.091% of 290,000 active; note: strong numbers were not always called active
KOR beta-arrestin-2: KOR agonists, beta-arrestin recruitment, primary screen, cell-based, luminescence, uHTS (AID 1777); activation, % at 10 µM; hits with a dose series show EC50 in µM; 0.02% of 280,000 active; KOR beta-arrestin recruitment, luminescence; higher % means a stronger effect; in the data active = activation above about 50%, passing the limit was not always enough; note: a part of the inactive calls stands beside numbers as strong as those of hits
NTR1 ag cell count 20 µM: recorded beside NTR1 ag, whose call it bears; cell count; measured here: cell count, cytotoxicity flag
* hit, by the source's call; i = inactive; ? = inconclusive; · = not tested or not shown; [ ] = another dose, or the depositor's remark. Cut-off read from the data, not from the text of the source, unless noted: active = inhibition above about 50%; inactive = the rest. This is a subset; count on the stated rates, not on these rows.

SMILES	NOD2 inhibition	TNAP activators	GPR55 activation	NOD1 NF-kB reporter	Yfh1-off respiration	CSM14.1 death rescue	NTR1 ag	NTR1 ag cell count 20 µM	KOR beta-arrestin-1	KOR beta-arrestin-2
Nc1c([N+](=O)[O-])cc(-c2cnc[nH]2)cc1[N+](=O)[O-]	6%	1	0.7%	-10%	i	-0.6%	0.7	51	40%	0.0%
CC(=O)OC1C2CCC1C([N+]1(C)CCCCC1)CC2 (configuration not stated)	-7%	1.1	0.1%	-32%	i	-6.0%	-0.3	31	17%	-4.2%
CN(C1CCS(=O)(=O)C1)S(=O)(=O)c1ccccc1 (configuration not stated)	7%	1.1	0.1%	0%	i	-2.8%	0.7	53	-62%[20 µM]	·
COC(=O)c1c(NC(=O)Cc2cccs2)sc(C(=O)N2CCCCC2)c1C	-3%	1	-0.1%	-34%	i	-2.6%	6.9	56	29%	3.8%
Cc1cccc(NC(=O)c2cc3n(n2)C(C(F)(F)F)CC(C2CC2)N3)c1C (configuration not stated)	-4%	1	-0.2%	-4%	i	-1.5%	-0.6	83	-24%	1.8%
O=C(Cc1ccc(Cl)cc1)NNC(=S)NC(=O)c1cccnc1	16%	1.8	-0.1%	-19%	i	0.6%	-0.6	68	-25%[20 µM]	·
Cc1ccc(NC(=O)CSc2nccn2C)cc1S(=O)(=O)N1CCOCC1	10%	1.2	-0.2%	-27%	i	-0.3%	0.2	48	-6%	-2.3%
CC(C)CCNC(=O)c1cccc(S(=O)(=O)N2CCc3ccccc32)c1	-5%	1.1	0.1%	-5%	i	-4.3%	-5.0	93	10%	-1.3%
Cc1onc(-c2ccccc2)c1C(=O)NCc1cccs1	2%	1	-0.1%	4%	·	3.3%	2.9	70	-6%	-1.0%
Cc1ccc(S(=O)(=O)Nc2ccc(C(=O)N3CCCC3)cc2)c(C)c1NS(C)(=O)=O	7%	·	0.2%	-14%	·	·	-0.1	41	-22%	-0.1%
COc1ccc(NC(=O)N2CCCC(C(=O)NCCc3ccccc3)C2)cc1 (configuration not stated)	-6%	·	-0.4%	-10%	·	·	-0.9	47	-48%	-2.7%
Nc1cccc(-n2nncc2-c2ccc(Cl)cc2)c1	-4%	1	-0.2%	-4%	i	5.9%	·	·	-6%	-3.9%
CCc1cc(-c2[nH]ncc2-c2ccc([N+](=O)[O-])cc2)c(O)cc1OC	-13%	·	0.0%	5%	·	·	21	82	7%	-2.8%
CCc1cc2c(=O)c(-c3cscn3)coc2c(CN(C)C)c1O	5%	1.1	-0.2%	-24%	i	·	0.2	68	21%	-3.7%
O=C(Nc1cccnc1)c1cccc(S(=O)(=O)N2CCCC2)c1	-4%	1.1	0.5%	-51%	i	-0.6%	0.0	61	-12%[20 µM]	·
CCC(=O)Nc1ccc(S(=O)(=O)Nc2ccc(Cl)nn2)cc1	6%	1	0.5%	-4%	i	1.4%	0.9	67	8%	8.5%
Cc1ccc(Sc2ccc(/C=N/O)cc2[N+](=O)[O-])cc1	27%	1	-0.2%	54%*	i	4.6%	6.5	27	14%	20%
CCN(CC)c1ccc(/C=C(\C#N)C(N)=O)cc1	-24%	0.8	-0.1%	-19%	?	-1.9%	·	·	12%[20 µM]	·
CS(=O)(=O)N(CC(=O)Nc1ccccc1C(=O)NCc1ccco1)c1ccccc1F	-1%	1	0.2%	-23%	i	2.3%	0.5	52	-7%[20 µM]	2.6%
CC(=O)C1=C(C)N(CC2CC2)C(=O)N[C@H]1c1ccccc1	10%	1.1	-0.2%	-14%	i	-1.4%	2.0	54	14%	-1.4%
CN1CCN(c2ccc(S(=O)(=O)N3CCCCC3)cc2NC(=O)CSCc2ccccc2)CC1	-12%	·	0.3%	-20%	·	·	0.5	55	-7%	1.6%
NC(=O)C1CCN(C(=O)CCSCc2ccc(Cl)c(Cl)c2)CC1	-5%	·	0.3%	-1%	·	·	-1.2	49	-30%[20 µM]	5.5%
O=C(O)C(CC1CCCCC1)N1CCS(=O)(=O)CC1 (configuration not stated)	6%	1.1	-0.4%	-16%	i	·	-0.1	44	8%	-1.1%
O=C(CSc1ccccc1)Nc1cc(S(=O)(=O)N2CCOCC2)ccc1N1CCOCC1	20%	0.9	-0.4%	4%	i	0.0%	1.9	33	20%	-5.4%
COC(=O)CSc1ccc(S(=O)(=O)N2CCCCCC2)cc1[N+](=O)[O-]	7%	1.1	-0.7%	-22%	i	-3.6%	7.3	42	-26%	3.5%

Complete entries, looked up by structure.
Cc1cccc(NC(=O)c2cc3n(n2)C(C(F)(F)F)CC(C2CC2)N3)c1C (configuration not stated) as listed: NOD2 inhibition: -4%; TNAP activators: 1; GPR55 activation: -0.2%; NOD1 NF-kB reporter: -4%; Yfh1-off respiration: i; CSM14.1 death rescue: -1.5%; NTR1 ag: -0.6; NTR1 ag cell count 20 µM: 83; KOR beta-arrestin-1: -24%; KOR beta-arrestin-2: 1.8%
Cc1ccc(Sc2ccc(/C=N/O)cc2[N+](=O)[O-])cc1 as listed: NOD2 inhibition: 27%; TNAP activators: 1; GPR55 activation: -0.2%; NOD1 NF-kB reporter: 54%*; Yfh1-off respiration: i; CSM14.1 death rescue: 4.6%; NTR1 ag: 6.5; NTR1 ag cell count 20 µM: 27; KOR beta-arrestin-1: 14%; KOR beta-arrestin-2: 20%

New compounds follow.
SMILES	NOD2 inhibition	TNAP activators	GPR55 activation	NOD1 NF-kB reporter	Yfh1-off respiration	CSM14.1 death rescue	NTR1 ag	NTR1 ag cell count 20 µM	KOR beta-arrestin-1	KOR beta-arrestin-2
CCC1CCC(NC2CCCCNC2=O)CC1 (configuration not stated)	5%	1.1	-0.1%	1%	i	0.4%	3.5	74	10%	-3.4%
C/C(=N\N=C(/N)c1nonc1N)c1ccc2c(c1)OCO2	-116%	·	0.6%	-5%	i	·	2.1	53	29%	-2.9%
COc1ccc(-c2nc(CS(=O)CC(=O)N3CCN(C)CC3)c(C)o2)cc1 (configuration not stated)	15%	·	0.3%	-6%	·	·	-0.5	62	-4%	9.8%
O=C(Nc1cccc(S(=O)(=O)N2CCCCCC2)c1)c1ccc2c(c1)OCO2	9%	1.2	0.2%	-14%	i	-0.5%	2.4	56	-20%	1.6%
CN1CCN(C(=O)/C(=C/c2ccccc2)c2ccccc2)CC1	0%	1	-0.1%	-29%	i	2.4%	0.5	64	-16%	4.2%
COc1ccc(NC(=S)N2CCC(Cc3ccccc3)CC2)cc1OC	5%	·	0.2%	4%	·	·	-0.1	76	27%	5.0%
CCOC(=O)c1[nH]c(C)c(C(=O)OC(C)C(=O)Nc2ncc(Cl)cc2Cl)c1C (configuration not stated)	0%	1.1	-0.3%	·	i	-1.7%	0.1	72	-58%	5.3%
CCOc1ccc(CNc2ccc3c(c2)nc(C)n3C)cc1	-2%	1.1	-0.1%	-34%	i	·	2.0	45	7%	-1.2%
CN(C)S(=O)(=O)c1ccc(-n2cccc2)cc1	13%	1.1	-0.1%	-8%	i	0.4%	0.0	78	-7%[20 µM]	-2.7%
Cc1nn(-c2ccccc2)c2c1C(c1ccc(F)cc1)C(C#N)=C(N)O2 (configuration not stated)	6%	1	-0.2%	-24%	i	-4.2%	2.8	66	-23%	-1.3%
Cc1ccc(-c2cn3nc(-c4ccccc4)c(-c4ccccc4)nc3n2)cc1	0%	·	1.1%	12%	i	·	2.5	43	5%	8.6%
O=S(=O)(CC(c1ccccc1)N1CCCCC1)c1ccc(Cl)cc1 (configuration not stated)	11%	·	-0.2%	-2%	i	·	0.4	53	-9%	-1.2%
N#CCCCSc1nnc(CSc2nc3ccccc3s2)n1-c1ccccc1	34%	1	0.2%	-6%	i	0.8%	-0.5	38	4%	3.7%
COc1ccc(NC(=O)CN2C(=O)COc3ccccc32)cc1OC	13%	·	0.5%	-14%	·	·	-0.1	58	-59%[20 µM]	0.0%
O=C(CSc1nc2cc([N+](=O)[O-])ccc2n1-c1ccc(F)cc1)NC1CCS(=O)(=O)C1 (configuration not stated)	-1%	1.2	0.2%	-12%	i	0.4%	0.6	80	-13%	-1.4%
COCCCNC(=O)Cn1cc(C(=O)c2cccs2)c2ccccc21	21%	1.1	0.0%	-14%	i	-2.1%	-0.1	29	-15%	-6.4%
O=C(Nc1ccc(F)cc1)c1ccc2c(=O)n(CC3CCCO3)c(=S)[nH]c2c1 (configuration not stated)	27%	·	0.5%	1%	·	·	3.4	48	-52%	5.8%
Cn1cnc(S(=O)(=O)N2CCN(C(c3ccccc3)c3ccccc3)CC2)c1	-4%	·	-0.2%	46%	·	·	-1.2	58	-45%	0.9%
O=S(=O)(NCCc1ccccc1)c1ccccc1	12%	1.1	-0.2%	-20%	·	-2.5%	-2.2	47	1%	-2.4%
CCOC(=O)c1c(CN(C)C)n(-c2ccccc2)c2cc(Br)c(O)cc12	19%	1.1	1.9%	-5%	i	-1.5%	0.3	29	-3%	1.3%
CCn1c(Cc2cccs2)nnc1SCC(=O)c1ccc(C)cc1	2%	1	-0.2%	-26%	i	0.3%	0.5	56	0%	-2.4%
O=C(c1ccc(F)cc1)N(NC(=O)C(O)(c1ccccc1)c1ccccc1)c1ccccc1	-49%	1	-0.3%	-22%	i	0.9%	6.8	66	-25%	-5.5%
COc1ccc(COC(=O)N/C=C/c2ccco2)cc1	4%	1.5	-0.1%	-24%	i	-0.7%	-0.4	44	-8%	-2.7%
CCc1cc(C(=O)OCC(=O)N2CCC(c3ccccc3)=N2)sc1C	15%	·	0.0%	-21%	·	·	8.5	55	0%	12%
O=[N+]([O-])c1ccc(NCCCNS(=O)(=O)c2ccccc2)cc1	7%	0.9	-0.1%	-20%	i	1.8%	-0.6	53	-60%[20 µM]	-0.6%
(next part)
SMILES	NOD2 inhibition	TNAP activators	GPR55 activation	NOD1 NF-kB reporter	Yfh1-off respiration	CSM14.1 death rescue	NTR1 ag	NTR1 ag cell count 20 µM	KOR beta-arrestin-1	KOR beta-arrestin-2
CC1=C(C(=O)N(C)C)C(c2ccccc2OC(F)F)NC(=O)N1 (configuration not stated)	-24%	1.1	-0.2%	-31%	i	-1.2%	-1.1	33	34%	-4.7%
NC(=O)c1nsc(C(=O)N(CC(=O)NC2CCCCC2)Cc2ccc(F)cc2)c1N	22%	·	0.6%	-3%	·	·	-1.4	46	-10%	1.7%
COC(=O)C1CCN(c2cc(=O)n(-c3ccc(OC)cc3)c(=O)[nH]2)CC1	3%	1.1	0.8%	-14%	i	-2.7%	2.3	71	17%	-0.8%
COc1ccccc1/C=N/NC(=O)c1[nH]c(C)c(C(=O)N/N=C/c2ccccc2OC)c1C	8%	1.3	-0.4%	23%	i	-4.2%	2.9	80	30%	2.8%
CC(C)CC(=O)Nc1nnn(C)n1	-2%	1	-0.1%	-26%	i	-1.8%	-0.4	84	-8%	7.0%
CC(C)N1CCN(Cc2cc3ccccc3[nH]2)CC1CCO (configuration not stated)	-2%	·	-0.2%	2%	·	·	0.9	55	-59%[20 µM]	-2.2%
Cc1cc(C)cc(NC(=O)N2CCC(NC(=O)c3ccccc3C)CC2)c1	9%	1.1	0.9%	10%	i	-1.6%	0.0	67	-5%	-3.8%

Assay outcomes as filed in PubChem BioAssay.
